HT1080 cytotoxicity – cytotoxicity in HT1080 fibrosarcoma cells, cell-based, fluorescence readout (AID 620). 87,000 tested, 0.42% active. cytotoxicity, % at 10 µM, or EC50 in µM where a hit was titrated. HT1080 viability, fluorescence; higher % means a stronger effect; in the data active means cytotoxicity above about 50%;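 further: cells exposed to compound overnight then 4 h with Alamar Blue; 0% = vehicle DMSO and 100% = killing control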
An asterisk follows results filed as active. This is a subset; count on the stated rates, not on these rows.

SMILES	HT1080 cytotoxicity
CN(Cc1cnn(C)c1)C(=O)C1CCCCC1C(=O)O (configuration not stated)	-13%
COC(=O)CCC(NC(=O)c1cc(C)oc1C)C(=O)OC (configuration not stated)	-15%
CCCCCCNC(=O)CSc1nccn1Cc1ccccc1	-6%
COC(=O)c1cc(OC)c(OC)cc1NC(=S)N1CCCCC1	-1%
Cc1cccc(CCNC(=O)C2CCC(=O)N2Cc2ccc(F)cc2)c1 (configuration not stated)	4%
CCN1CCN(C(=O)CCc2nc3ccccc3c(=O)[nH]2)CC1	4%
CCC/C=C(\CCC)C(NC(=O)C(C)(C)C)c1ccc(C(=O)OC)cc1 (configuration not stated)	-22%
C=CCOCC(O)CS(=O)(=O)Cc1ccc(Cl)cc1 (configuration not stated)	-8%
O=C(CCSCCc1ccccn1)Nc1ccc(Cl)cn1	-1%
CC(C)C(C)(C#N)NC(=O)CSc1nnc(C(F)(F)F)n1C (configuration not stated)	-2%
Cc1c(Cl)cccc1NC(=S)NN1CCOCC1	-8%
CCOC(=O)C1=C(C)NC2=C(C(=O)CC(C)(C)C2)C1c1coc2ccccc2c1=O (configuration not stated)	-5%

Other structures.
SMILES	HT1080 cytotoxicity
O=c1[nH]nc(CNc2ccc(O)cc2)c2ccccc12	10%
Cc1cc(C)c(C#N)c(SCCS(=O)(=O)c2ccc(C(C)(C)C)cc2)n1	-11%
Oc1ccc(Br)cc1-c1cc(-c2ccc(Cl)cc2)n[nH]1	-11%
CCC(=O)Nc1ccc(N2CCCCC2)c(C(=O)Nc2ccccc2C)c1	-20%
CS(=O)(=O)N1N=C(c2ccc(Br)cc2)CC1c1cccs1 (configuration not stated)	-4%
CCC(C)(C)n1nnnc1CN1CCC(NC(=O)c2ccc(Br)cc2)CC1	-12%
CCCCOC(=O)Nc1nnc(CCc2ccccc2)s1	-1%
COc1ccnc(N=CNOCc2cccc(Cl)c2Cl)c1C#N	17%
Cc1cc(C)cc(N(C(C)C(=O)NCCC2=CCCCC2)S(C)(=O)=O)c1 (configuration not stated)	5%
Nc1ccc2oc3ccc(N)cc3c(=O)c2c1	-1%
O=C(CSc1nnc(COc2ccc(Cl)cc2)o1)N1c2ccccc2CCc2ccccc21	62%*
CCC[C@@H]1C[C@@]1(CCC)C(NC(=O)c1ccco1)c1ccc(Cl)cc1 (some centres not stated)	-9%

(continued)
SMILES	HT1080 cytotoxicity
O=C(Cc1ccc(Cl)cc1)Nc1ccc(N2CCCC2)cc1	22%
Cn1cnnc1SCC(=O)Nc1ccc2nc(SCc3cccc4ccccc34)sc2c1	1%
CCOC(=O)C1CCCN(Cc2sccc2C)C1 (configuration not stated)	-3%
NC(=O)CN1N=C(c2cc(Cl)sc2Cl)CSC1=O	6%
O=C(Cc1ccccc1)Nc1nc2ccccc2s1	-14%
CC(C)C(=O)Nc1c(-c2cccs2)c(=O)c2ccccc2n1C	-12%
Cc1ccc(/C=N/NC(=O)c2csc(C)c2)o1	-4%
CCc1cc2c(=O)c(-c3cnn(-c4ccccc4)c3)c(C)oc2c(CN2CCCCC2)c1O	-6%
Cc1cc(Nc2ccccc2)nn1C(=O)c1ccc(Br)cc1	28%
CC(C)CC[n+]1ccn(-c2nc3ccccc3nc2[N-]S(=O)(=O)c2ccccc2)c1	-12%
Cc1cc(Cl)ccc1NC(=S)Nc1cccnc1	7%
CC(C)CC(C(=O)N1CCc2ccccc2C1)N1C(=O)c2ccccc2C1=O (configuration not stated)	11%

Another view of part of the listing above.
CCc1cc2c(=O)c(-c3cnn(-c4ccccc4)c3)c(C)oc2c(CN2CCCCC2)c1O
  HT1080 cytotoxicity: -6%
Cc1cc(Nc2ccccc2)nn1C(=O)c1ccc(Br)cc1
  HT1080 cytotoxicity: 28%
CC(C)CC[n+]1ccn(-c2nc3ccccc3nc2[N-]S(=O)(=O)c2ccccc2)c1
  HT1080 cytotoxicity: -12%
Cc1cc(Cl)ccc1NC(=S)Nc1cccnc1
  HT1080 cytotoxicity: 7%

Following part
SMILES	HT1080 cytotoxicity
COC(=O)[C@@]1(Cc2ccc(F)cc2)[C@H]2c3cc(C(=O)N4CCCC4)n(CCN4CCNC4=O)c3C[C@H]2CN1C(=O)c1ccccc1	-13%
COCCNC(=O)NC(=O)COC(=O)c1cc([N+](=O)[O-])ccc1Sc1nc(C)cs1	11%
COC(=O)c1cc2oc3ccccc3c2n1CC(=O)N1CCCc2ccccc21	0%
CCOc1ccc(C2C(C(=O)c3cccs3)=C(O)C(=O)N2CCCn2ccnc2)cc1 (configuration not stated)	6%
O=C(CO/N=C/c1cccc([N+](=O)[O-])c1)Nc1ccc2ccccc2c1	-4%
Cc1ccc2[nH]cc(C(=O)CN3CCOCC3)c2c1	-10%
O=C(Cn1cnc2sc(-c3ccccc3)cc2c1=O)NCCc1ccccc1	-2%
O=C(Cc1coc2ccc3ccccc3c12)NCc1ccccc1	-14%
COc1cccc(CNC(=O)CCS(=O)(=O)c2cccs2)c1	-8%
COCCNC(=O)C(OC(=O)CC1Sc2ccccc2NC1=O)c1ccccc1 (configuration not stated)	4%
CN1/C(=C/C2CC(=O)NC2=O)C(C)(C)c2ccccc21 (configuration not stated)	8%
Cc1ccc(-c2nnn(CC(=O)N(CC(=O)NC3CCCCC3)c3ccc(F)c(Cl)c3)n2)o1	1%

Later entries.
SMILES	HT1080 cytotoxicity
COc1ccc(Cl)cc1C(=O)NCc1cnn(C)c1C	3%
CCOC(=O)COc1ccc2c(c1)C(=O)CC1(CCCCC1)O2	-3%
Cc1nn(C(C)CC(=O)O)c(C)c1C (configuration not stated)	8%
Cc1ccc(NC(=O)COc2ccc(-n3ccnc3)cc2)cc1Cl	0%
COc1ccc2[nH]c3c(NCCCN4CCCC4=O)ncnc3c2c1	-11%
COC(=O)c1ccc(C(NC(=O)OCc2ccccc2)/C(F)=C/[C@@H](C)C(=O)NCc2nc3ccccc3s2)cc1 (some centres not stated)	-7%
COc1ccc(N2C(=O)[C@@H]3[C@H](C2=O)[C@H]2c4ccccc4C=CN2[C@@H]3C(=O)Nc2ccccc2)cc1	-3%
Cc1ccc(SC(=O)COc2ccc(C)c(C)c2)cc1	3%
CCn1c(-c2ccoc2C)n[nH]c1=S	-16%
Cc1ccc(C2=[N+]([O-])C(C)N(O)C2(C)C)o1 (configuration not stated)	-16%
CC1(C)Cc2c(c(N3CCOCC3)nc3sc4c(NN)ncnc4c23)CS1	-15%
CCOC(=O)Cn1c(=O)c(-c2ccccc2NCc2ccccc2)nc2ccccc21	-12%

New compounds follow:
SMILES	HT1080 cytotoxicity
Cc1cn(Cc2ccccc2)c(=O)[nH]c1=O	-13%
N#CC(=C1CCCC1)c1nc(-c2ccccc2)cs1	14%
Cc1cc(=O)[nH]c(SCC(=O)Nc2ccc(Cl)cn2)n1	-12%
CC(=O)N(/N=C1\Sc2ccccc2C1=O)c1ccccc1C	0%
CCOC(=O)C1=C(C)N(CCCC(=O)N(Cc2ccc3c(c2)OCO3)C(C(=O)NC(C)(C)C)c2ccc3c(c2)OCO3)C(=O)NC1c1ccc(Br)cc1 (configuration not stated)	2%
COc1ccccc1Oc1coc2c(CN(C)C)c(O)ccc2c1=O	-8%
CCC(C)(C)n1nnnc1C(c1cc(OC)ccc1OC)N1CCC(C(N)=O)CC1 (configuration not stated)	6%
c1ccc(Nc2nc(-c3ccccn3)cs2)cc1	-9%
O=C(Nc1ccc2nc(-c3cccnc3)[nH]c2c1)C12CC3CC(CC(C3)C1)C2	34%
COc1ccc(-n2cc(C(=O)O)c3ccccc3c2=O)cc1	-5%
COC(=O)c1ccc(Oc2nc(Nc3ccc(C)c(C)c3)nc(N(C)C)n2)cc1	-6%
Cc1cc(NCc2ccccc2)nc2ccccc12	-2%

(more compounds)
SMILES	HT1080 cytotoxicity
CCOc1cc(S(=O)(=O)NCc2ccc(OC)cc2)c(OCC)cc1-n1cnnn1	37%
COc1cc(C2Nn3c(nnc3-c3ccccc3OC)S2)ccc1O (configuration not stated)	-13%
CSc1ccccc1C(=O)Nc1nccs1	-7%
CC(C)c1nnc(NC(=O)C2CCN(c3cnccn3)CC2)s1	-7%
Oc1c(Br)cc(C2N=C(c3ccccc3Cl)NO2)cc1Br (configuration not stated)	11%
O=C(NC1(C(F)(F)F)C(=O)Nc2c1c(=O)[nH]c(=O)n2-c1ccc(F)cc1)c1cccnc1 (configuration not stated)	34%
COc1ccc(C(=O)Nc2cc(C(F)(F)F)ccc2-n2cncn2)cc1	18%
CCOc1ccccc1OCCn1ncc2ccc(OC)c(OC)c2c1=O	2%
Cc1nnc(NC(=O)c2ccc(C)c(S(=O)(=O)N3CCOCC3)c2)s1	-19%
CCC(=O)N1c2ccc(S(=O)(=O)CCC(=O)NCc3cccs3)cc2CC1C (configuration not stated)	1%
CCN(CC)C(=O)CSc1nc(-c2ccc(C)cc2)nc2c1COC(C)(C)C2	-19%
Cc1ccc(S(=O)(=O)/N=C(\CCl)N2CCOCC2)cc1	18%

New compounds follow.
SMILES	HT1080 cytotoxicity
COc1cc(NC(=O)CSc2ncccc2C(=O)OC(C)C)cc(OC)c1	0%
O=C(CN1CCCCC1)Nc1nnc(-c2ccc([N+](=O)[O-])cc2)s1	-15%
COC(=O)c1[nH]c2ccc(Br)cc2c1NC(=O)Oc1ccccc1	-10%
COC(=O)c1c(NC(=O)Nc2ccc(Cl)cc2)sc(C)c1C	-6%
O=C(Nc1cccc(OC(=O)c2cccnc2)c1)c1cccnc1	6%
CC(Cc1ccccc1)C(=O)N[C@@H](CO)Cc1ccccc1 (some centres not stated)	-1%
O=C(CCN1CCN(c2ccc(Cl)cc2)CC1)Nc1nccs1	-4%
COc1cc2[nH]c(=O)n(Cc3ccc(C(=O)NCCCN4CCC(C)CC4)cc3)c(=O)c2cc1OC	24%
CC(C)NC(=O)NC(=O)COC(=O)C1CCCN1C(=O)c1cccs1 (configuration not stated)	15%
C=CCn1c(Cc2csc(N)n2)nnc1SCC(=O)Nc1ccccc1C(F)(F)F	-2%
CCCCCn1c(=O)[nH]c2cc(C(=O)N3CCN(CC)CC3)ccc2c1=O	-1%
O=C(c1ccccc1F)N1CCN(c2ncccn2)CC1	7%

By substructure: the compounds so far containing a COOH group
SMILES	HT1080 cytotoxicity
CN(Cc1cnn(C)c1)C(=O)C1CCCCC1C(=O)O (configuration not stated)	-13%
Cc1nn(C(C)CC(=O)O)c(C)c1C (configuration not stated)	8%
COc1ccc(-n2cc(C(=O)O)c3ccccc3c2=O)cc1	-5%

Further records follow:
SMILES	HT1080 cytotoxicity
COc1ccc(CCNC(=O)c2cc(-c3cc(C)ccc3O)n[nH]2)cc1OC	0%
c1cnc(SCCOc2ccc3c(c2)CCC3)nc1	-12%
Cc1c(CC(C)C)nc(N)c(C#N)c1-c1ccccc1	21%
CCCCN1C(=O)NC(c2cccc([N+](=O)[O-])c2)C(C(=O)OCC)=C1C (configuration not stated)	0%
Cc1csc(SCc2nnc(-c3ccc(Cl)cc3)o2)n1	4%
COC(=O)[C@@]1(Cc2ccc(OC)cc2)[C@H]2c3cc(C(=O)N4CCCC4)n(CCc4ccccn4)c3C[C@H]2CN1C(=O)c1ccccc1	-22%
Cc1c(C(=O)NC2CCCc3ccccc32)oc2ccc(S(=O)(=O)N3CCCC3)cc12 (configuration not stated)	-4%
O=C(COc1ccc(S(=O)(=O)NC2CCCCC2)cc1)NCc1cccnc1	-21%
CCN(CC)C(=O)c1ccccc1NS(=O)(=O)c1ccc(C)cc1	-5%
CC(CN1CCOCC1)OC(=O)c1cccc(Br)c1 (configuration not stated)	-10%
CCc1nc2ccccc2n1CC(O)COc1ccc(NC(C)=O)cc1 (configuration not stated)	-4%
CCCOc1ccc(-c2nc(C#N)c(N3CCC(C(N)=O)CC3)o2)cc1	-8%

Next results follow:
SMILES	HT1080 cytotoxicity
CCCCn1ccnc1C(=O)c1cc(S(=O)(=O)N2CCOCC2)ccc1C	-14%
O=C(N/N=C/C(Br)=C\c1ccccc1)c1n[nH]c2c1CCC2	66%*
CCC1(CC)C(=O)NN(c2ccccc2)C1=O	-6%
O=C(Nc1ccc(Cl)cc1)C1=Cc2ccccc2OC1	3%
CCOC(=O)CN(C(=O)CNC(=O)c1ccco1)C(C(=O)NC1CCCCC1)c1cccs1 (configuration not stated)	5%
COc1c(F)c(F)c(C(=O)O)c(Nc2ccc(C)cc2)c1F	-10%
Cn1cc(Br)c(C(=O)NC2C3CC4CC(C3)CC2C4)n1 (configuration not stated)	-14%
COc1cc2c(cc1OC)C(c1ccc(-c3cc(Cl)ccc3Cl)o1)=NCC2	-28%
O=C(NC1CCCCC1)C(c1cccnc1)N(C(=O)c1csnn1)C1CCCC1 (configuration not stated)	-10%
CCN(CC)C(=O)c1sc(NC(=O)c2ccc(Br)o2)c(C(=O)OC)c1C	-8%
CCCn1nc(C(=O)N2CCc3ccccc3C2)c2ccccc2c1=O	-3%
COC(=O)N1[C@H](C)C=C[C@]1(Cc1ccccc1)C(=O)NCc1ccc(N(C)C)cc1	-15%

Other compounds.
SMILES	HT1080 cytotoxicity
COCCCNC(=O)c1ccc2c(c1)CCN2S(C)(=O)=O	-12%
CCOC(=O)c1sc2nc(CC(=O)OC)nc(N3CCN(c4ccc(OC)cc4)CC3)c2c1C	-9%
O=C(CCC(=O)N(c1ccc(F)cc1)C(C(=O)NC1CCCC1)c1ccncc1)Nc1cccnc1 (configuration not stated)	14%
CCc1nn(-c2ccccc2)c2c1-c1cc(OC)c(OC)cc1C1(N2)C(=O)Nc2ccccc21 (configuration not stated)	-2%
Cc1ccc(O/C=C2\OC(=O)c3ccccc32)cc1	6%
CCc1ccc(NC(=O)CCS(=O)(=O)c2cccc3nsnc23)cc1	13%
CCCn1c(Nc2ccccc2)nc2ccccc21	-6%
O=C1N=C(N2CCCC2)S/C1=C\c1cccc(Br)c1	-1%
CCCCCCSc1nnc(-c2cnn(-c3ccccc3)c2-n2cccc2)n1C	-4%
CCN(CC)c1ccc(N2C(=O)/C(=C/c3cccs3)SC2=S)cc1	-9%
Cc1nn(C(C)C(=O)NCCCc2ccccc2)c(=O)c2cc3occc3n12 (configuration not stated)	-6%
CN(C)/C=N/c1cc(=O)[nH]c(=O)n1C	17%
